# GPR151 activ: activators of human GPR151, primary screen, cell-based, PathHunter beta-arrestin, luminescence; activation, % at 11.2 µM; G-protein coupled receptor 151 (Homo sapiens), Q8TDV0; PathHunter beta-arrestin GPR151 cells; 650,000 compounds, 1% hits; in the data active = activation above about 4.9%;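 also: 0% = median of compound wells and 100% = cells with positive control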
# Target sequence (Q8TDV0 whole entry, looked up): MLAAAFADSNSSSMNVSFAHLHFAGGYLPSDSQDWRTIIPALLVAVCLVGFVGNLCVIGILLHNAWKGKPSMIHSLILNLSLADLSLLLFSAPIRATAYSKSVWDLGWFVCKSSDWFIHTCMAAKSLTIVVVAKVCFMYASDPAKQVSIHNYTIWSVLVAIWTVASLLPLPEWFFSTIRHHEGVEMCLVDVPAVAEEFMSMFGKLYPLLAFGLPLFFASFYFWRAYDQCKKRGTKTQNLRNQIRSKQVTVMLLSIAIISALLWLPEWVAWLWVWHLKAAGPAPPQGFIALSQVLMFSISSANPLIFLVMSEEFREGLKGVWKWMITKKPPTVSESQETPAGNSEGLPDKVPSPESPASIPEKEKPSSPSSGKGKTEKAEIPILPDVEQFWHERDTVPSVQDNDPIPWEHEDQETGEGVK
# FBW7 activator: FBW7 E3 ligase activators, primary screen, biochemical, AlphaScreen, human; AlphaScreen FBW7–phospho-cyclin E peptide binding, activator screen; F-box/WD repeat-containing protein 7 (Homo sapiens), Q969H0; AID 1259310, 2017; normalized activity (activation), % at 26.1 µM; 650,000 compounds, 0.13% hits; in the data active = normalized activity above about 1.9%;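 also: purified mutant Fbw7 with reduced substrate affinity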
# Target sequence (Q969H0 whole entry, looked up): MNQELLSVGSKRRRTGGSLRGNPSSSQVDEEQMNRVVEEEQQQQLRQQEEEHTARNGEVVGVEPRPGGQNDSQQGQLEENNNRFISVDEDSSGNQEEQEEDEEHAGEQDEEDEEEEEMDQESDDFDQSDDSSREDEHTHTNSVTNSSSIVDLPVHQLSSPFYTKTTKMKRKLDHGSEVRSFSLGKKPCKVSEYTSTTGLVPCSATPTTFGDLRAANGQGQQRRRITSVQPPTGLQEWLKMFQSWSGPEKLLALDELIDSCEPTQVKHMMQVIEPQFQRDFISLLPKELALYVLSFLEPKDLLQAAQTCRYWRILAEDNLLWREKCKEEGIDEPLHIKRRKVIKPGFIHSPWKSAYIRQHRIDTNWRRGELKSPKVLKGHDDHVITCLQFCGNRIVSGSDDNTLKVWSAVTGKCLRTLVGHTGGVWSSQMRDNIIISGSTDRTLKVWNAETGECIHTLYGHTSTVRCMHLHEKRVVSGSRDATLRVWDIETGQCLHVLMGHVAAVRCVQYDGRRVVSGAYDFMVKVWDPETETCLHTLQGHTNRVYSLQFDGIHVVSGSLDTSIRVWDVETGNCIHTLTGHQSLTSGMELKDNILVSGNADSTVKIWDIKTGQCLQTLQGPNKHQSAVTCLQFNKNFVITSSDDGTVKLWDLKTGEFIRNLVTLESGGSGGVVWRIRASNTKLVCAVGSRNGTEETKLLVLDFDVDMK
# TEAD-YAP block: TEAD-YAP interaction inhibition, primary screen, TEAD-YAP interaction inhibitor project, luminescence, HEK-TIYL cells | TEAD-Gal4/YAP UAS-luciferase luminescence | inhibition, % at 9.12 µM | 640,000 compounds, 1.4% hits | AID 1259422, 2018; in the data active = inhibition above about 32%;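 also: 0% = median of test compound wells and 100% = reference inhibitor wells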
# MITF primary: MITF inhibitors, primary screen, biochemical, AlphaScreen, human. AID 1259374, 2018. inhibition, % at 2.6 µM. 650,000 compounds, 0.91% hits. Microphthalmia-associated transcription factor (Homo sapiens), O75030. AlphaScreen MITF homodimerization, bead proximity signal; in the data active = inhibition above about 50%;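 also: 0% = vehicle wells with protein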
# Active calls of the source: *.
SMILES,GPR151 activ,FBW7 activator,TEAD-YAP block,MITF primary
COc1ccc(CCNc2cc(N3CCN(C(=O)c4ccc(Br)cc4)CC3)ccc2[N+](=O)[O-])cc1OC,-1.1,0.0,-3,-7
CC(C)N(CCNc1nc(Nc2ccncn2)nc2nc[nH]c12)C(C)C,2.1,0.6,4,10
Cc1cc([N+](=O)[O-])nn1CC(=O)Nc1ccc2c(c1)OCO2,0.0,0.7,1,15
CCCCN(C)S(=O)(=O)c1ccc(C(=O)Nc2sc3c(c2C(=O)OCC)CCN(C)C3)cc1,-0.6,-0.2,-8,1
COc1cccc(Cn2c(=O)n(Cc3ccccc3)c(=O)c3cccnc32)c1,3.9,0.0,-17,-3
COCCCN1C(=O)CC(CC(=O)N[C@@H](CC(C)C)C(N)=O)(c2ccccc2)C1=O (stereo partly specified),0.0,0.0,-67,8
COc1ccc(NS(=O)(=O)c2c[nH]c3ccc([N+](=O)[O-])cc23)cc1Cl,-0.3,0.8,8,2
COc1cc([N+](=O)[O-])cc(/C=N/NC(=O)c2ccc(F)cc2)c1O,-0.1,-0.8,54*,63*
O=C(Nc1ccccc1-c1nc2ccccc2[nH]1)c1cc2ccccc2o1,3.9,0.1,15,1
N#Cc1c(N)nc(SCC(=O)c2ccc3ccccc3c2)c(C#N)c1-c1cccc(F)c1,0.6,0.1,1,12
FC(F)Oc1ccc(-c2cn3c(n2)-c2ccccc2C3)c(OC(F)F)c1,-1.3,0.0,-43,11
CCCN(CCC)S(=O)(=O)c1ccc(C(=O)Nc2nc(-c3cc(Cl)sc3Cl)cs2)cc1,-0.5,0.0,6,3
C=C(C)C(=O)Nc1ccc(Cc2ccc(NC(=O)C(=C)C)c(O)c2)cc1O,-0.5,0.2,-7,23
Cc1ccc(C)c(CN[C@H]2C[C@H]3C(=O)N[C@@H](Cc4ccc(Cl)cc4)C(=O)N3C2)c1,2.6,0.0,5,9
Cc1cccc(CN2CCN3C(=O)[C@H](Cc4ccc(Cl)cc4)NC(=O)[C@H]3C2)n1,-1.2,-0.1,-1,5
CCn1c(SCCOc2ccc(OC)cc2)nc2ccccc21,0.5,0.0,-16,-3
O=C(c1ccccc1)c1ccc(OCCCn2ccnc2)cc1,-0.5,0.0,8,42
O=C(CSc1nc2c(c(=O)n1Cc1ccccc1)SCC2)N1CCc2ccccc21,-0.5,-0.1,6,-2
CCCC1=NN2C(=N)/C(=C/c3cc(Cl)c(OCCOc4ccc(C)cc4)c(OC)c3)C(=O)N=C2S1,2.6,-0.2,-29,2
COc1ccc(C2CC(=O)C3=C(C2)Nc2ccccc2NC3c2ccsc2)cc1OC (stereo unspecified),-1.6,-0.1,11,0
Nc1ccc(C(=O)N/N=C\C=C\c2ccc([N+](=O)[O-])cc2)cc1,1.6,0.2,-9,-1
O=C(COC(=O)c1ccccc1C(F)(F)F)c1ccc([N+](=O)[O-])cc1,0.1,-0.2,38*,-10
CN(C)c1ccc(/C=C/CN2CCc3nnc(CCNC(=O)c4ccco4)n3CC2)cc1,1.0,-0.1,2,-18
O=C(CSc1ccc(Br)cc1)Nc1ccc([N+](=O)[O-])cc1,6.4*,0.0,13,6
CNC(=O)CN(C)S(=O)(=O)c1ccc(OC)c(C)c1,0.8,0.1,4,-6
CN(C)CCOc1cc(-c2ccnc(N)n2)cc2sc(C3COc4ccccc4C3)nc12 (stereo unspecified),1.0,0.2,-5,39
O=C(C[n+]1cccc(NC(=O)c2ccccc2)c1)c1ccc(NC(=O)c2ccccc2)cc1,-0.7,-0.1,-5,-4
COc1ccc(CC(=O)NC(C)c2nc3cccnc3n2C(C)C)cc1OC (stereo unspecified),0.4,-0.1,-2,-2
COc1ccccc1/C=C1N=C(/C=C/c2ccc(C)cc2)OC\1=O,1.7,0.2,9,0
O=C(CS(=O)(=O)Cc1ccccc1)Nc1ccc(S(=O)(=O)N2CCCCC2)cc1,0.2,0.7,10,11
O=C(CCCn1c(=S)[nH]c2cc3c(cc2c1=O)OCO3)NC1CCN(Cc2ccccc2)CC1,-0.1,0.2,3,-1
CCc1ccc(C(=O)CC(Nc2ccccc2)c2ccc(Cl)cc2)cc1 (stereo unspecified),-1.0,0.1,-3,-16
COc1ccc(CN2CCc3nnc(CCNC(=O)COc4ccccc4)n3CC2)cc1C,0.8,0.0,-1,14
CCN1C(=O)/C(=C/c2cccc(OCC(=O)O)c2)SC1=S,-4.4,0.4,-2,9
CCOc1cc(/C=C2/NC(=O)NC2=O)cc(Cl)c1OCc1ccc([N+](=O)[O-])cc1,1.1,0.0,6,12
Cc1ccc(C2CC(c3ccc(Br)cc3)n3nnnc3N2)cc1 (stereo unspecified),0.3,0.0,0,2
CCNC(=S)n1ncc(C(=O)OCC)c1N,1.8,0.2,-11,7
COc1ccc(-c2nc3c(NCCN(C(C)C)C(C)C)ncnc3n2C(C)C)cc1,2.9,0.2,1,11
O=C(Nc1nc2ccccc2s1)c1ccc(-c2cccc(Cl)c2)o1,-0.7,0.0,-18,-9
O=S(=O)(/C=C/c1cccc(Br)c1)N1CCOCC1,3.1,0.2,16,-4

# Some of the entries so far, with each value named:
SMILES: O=C(CCCn1c(=S)[nH]c2cc3c(cc2c1=O)OCO3)NC1CCN(Cc2ccccc2)CC1
  GPR151 activ: -0.1; FBW7 activator: 0.2; TEAD-YAP block: 3; MITF primary: -1
SMILES: CCc1ccc(C(=O)CC(Nc2ccccc2)c2ccc(Cl)cc2)cc1 (stereo unspecified)
  GPR151 activ: -1.0; FBW7 activator: 0.1; TEAD-YAP block: -3; MITF primary: -16

# Additional results follow.
SMILES,GPR151 activ,FBW7 activator,TEAD-YAP block,MITF primary
OCC1CCCN1c1nc(NCc2cccc(C(F)(F)F)c2)c2ncn(-c3ccsc3)c2n1 (stereo unspecified),1.2,-0.1,-1,0
O=C1c2ccccc2NC(c2cccc(C(F)(F)F)c2)N1c1ccccc1 (stereo unspecified),0.4,0.0,8,4
CC(C)CNC(=O)N1c2ccccc2Sc2ccccc21,0.5,-0.2,7,-3
COc1cc(OC)cc(C(=O)NCC(=O)OCC(=O)c2cc(OC)ccc2OC)c1,0.5,0.1,3,3
O=C(NCc1ccccc1Cl)c1ccc2c(c1)NC(=O)c1ccccc1S2,0.3,0.2,10,4
O=C(Nc1ccc(Cl)c(-c2nc3ccccc3s2)c1)c1ncn[nH]1,1.9,-0.4,-18,40
C=CCN1C(=O)c2ccccc2Sc2ccc(C(=O)NCCCN3CCCC3=O)cc21,0.7,-0.1,-6,8
O=C(NCc1ccccc1Cl)c1ccc(CNc2c(N3CCCC3)c(=O)c2=O)cc1,0.0,0.0,-1,-3
Cc1cc(NC(=O)C(C)n2c(C)c3cnn(-c4ccccc4)c(=O)c3c2C)no1 (stereo unspecified),0.4,-0.2,-2,3
CC(=O)Nc1ccc(S(=O)(=O)N(C)C2CCN(C)CC2)cc1,1.1,0.0,-1,8
COc1ccc(-n2cc(-c3ccccc3)nc2SCC(=O)Nc2ccc(C)cc2)cc1,-1.0,-0.1,12,1
Cc1ccccc1OC(C)C(=O)Nc1ccc2c(c1)OCO2 (stereo unspecified),-1.1,-0.2,-11,2
CC(C)(C)NC(=O)N1CCC(C(=O)NC(c2ccccc2)c2ccco2)CC1 (stereo unspecified),-1.4,0.2,11,23
CCCN1C(=O)C2(/C(=C(\O)c3ccccc3)C(=O)C(=O)N2CC2CCCO2)c2ccccc21 (stereo unspecified),-0.6,0.1,1,-8
COc1ccccc1CCC(=O)N(c1nnc(-c2cccnc2)s1)C(C)C,0.4,0.0,-10,9
O=C(c1nn2c(C(F)(F)F)cc(-c3ccc(Cl)cc3)nc2c1Cl)N1CCN(c2ccc(F)cc2)CC1,-2.4,0.1,-7,24
COc1ccc(/C=C2\C(=O)NC(=O)N(c3ccccc3)C2=O)cc1I,-0.4,0.0,-4,13
Cn1c(=O)[nH]c2nnc(-c3ccccn3)nc2c1=O,0.3,-0.1,-4,29
COc1ccccc1CN(Cc1cc2ccc(C)cc2[nH]c1=O)C(C)=O,-0.9,0.0,3,0
COC(=O)c1cc(=O)n2c(n1)sc1cc(C)ccc12,0.3,-0.1,1,20

# Gathered by group: the compounds so far containing fluorine.
SMILES,GPR151 activ,FBW7 activator,TEAD-YAP block,MITF primary
COc1cc([N+](=O)[O-])cc(/C=N/NC(=O)c2ccc(F)cc2)c1O,-0.1,-0.8,54*,63*
N#Cc1c(N)nc(SCC(=O)c2ccc3ccccc3c2)c(C#N)c1-c1cccc(F)c1,0.6,0.1,1,12
FC(F)Oc1ccc(-c2cn3c(n2)-c2ccccc2C3)c(OC(F)F)c1,-1.3,0.0,-43,11
O=C(COC(=O)c1ccccc1C(F)(F)F)c1ccc([N+](=O)[O-])cc1,0.1,-0.2,38*,-10
OCC1CCCN1c1nc(NCc2cccc(C(F)(F)F)c2)c2ncn(-c3ccsc3)c2n1 (stereo unspecified),1.2,-0.1,-1,0
O=C1c2ccccc2NC(c2cccc(C(F)(F)F)c2)N1c1ccccc1 (stereo unspecified),0.4,0.0,8,4
O=C(c1nn2c(C(F)(F)F)cc(-c3ccc(Cl)cc3)nc2c1Cl)N1CCN(c2ccc(F)cc2)CC1,-2.4,0.1,-7,24

# Other structures follow.
SMILES,GPR151 activ,FBW7 activator,TEAD-YAP block,MITF primary
Cc1ccc(NC(=O)COc2ccc(C=O)c(OCC(=O)Nc3ccc(C)cc3)c2)cc1,-1.7,0.2,8,23
O=C(O)C1=CC(c2ccccc2)n2nnnc2N1 (stereo unspecified),0.2,-0.1,-9,-3
COc1ccc(-c2cc(C(F)(F)F)n3ncc(C(=O)N4CCC(C)CC4)c3n2)cc1OC,-1.7,-0.3,-13,-15
CC(C)C(=O)N1CCCc2ccc(NC(=O)c3cccc(Cl)c3)cc21,0.0,-0.1,-9,7
c1ccc(CCNc2ccnc3c(-c4cccc5ccccc45)cnn23)nc1,0.0,0.1,-49,12
O=C(Nc1c2c(nn1-c1ccccc1)CSC2)c1cccc(Br)c1,0.4,0.2,12,-6
CNC(=O)c1ccc(Nc2nnc(-c3ccc(C)c(S(=O)(=O)NC)c3)c3ccccc23)cc1,-0.1,0.1,9,2
COc1cccc(C(=O)N2CCN(c3ncccn3)CC2)c1,-0.1,0.0,-3,4
CC(C)(C)NC(=O)COC(=O)Cc1ccc(Br)cc1,-1.0,0.5,-6,-2
COc1ccc(C)cc1NC(=O)CN(CCc1ccccc1)S(=O)(=O)c1ccc(Br)cc1,-1.9,0.0,3,11
N#CC1(C#N)C(c2cccnc2)OC23CCCCC2C1(C#N)C(=N)O3 (stereo unspecified),2.0,-0.1,8,5
COc1cccc(C2=NC(c3ccc(C)cc3)NC(c3cc(Br)ccc3O)C2)c1 (stereo unspecified),-0.9,0.2,7,5
CCN(CC)S(=O)(=O)c1cccc(-c2nnc(SCc3ccc(C#N)cc3)o2)c1,2.7,0.1,8,-3
CCn1c(SCC(=O)Nc2nccs2)nnc1-c1ccc(N)cc1,1.7,0.6,-9,-3
C=CCNC(=O)c1ccc2c(=O)[nH]c3c(C(=O)NC(C)C)sc(=S)n3c2c1,0.1,-0.2,-1,-11
CN(C(=O)c1cc(C(=O)N(C)c2ccccc2)cc([N+](=O)[O-])c1)c1ccccc1,0.2,0.7,1,12
CN(Cc1ccccc1)Cc1nc2c(c(=O)n(C)c(=O)n2C)n1Cc1ccc(F)cc1,-1.0,0.2,0,-4
CCCCCCOc1ccc(C(CC(=O)O)C(N)=O)cc1 (stereo unspecified),0.0,0.1,2,-6
CC(O)(C#CCN1CCOCC1)c1ccccc1 (stereo unspecified),0.0,0.0,-33,-11
CC(=O)N(c1nc(-c2cc3cc(Br)ccc3oc2=O)cs1)c1ccccc1F,2.3,-0.1,0,4
Cn1c(=O)[nH]c(=O)c2c1nc(SCc1ccc(F)cc1)n2Cc1ccccc1Cl,0.1,0.3,-12,-5
COc1cc2ccccc2cc1C(=O)Nc1ccc(NC(=O)c2ccco2)c(Cl)c1,1.0,-0.1,-14,12
Cc1ccc(C(=O)Nc2ccccc2C(=O)OCC(=O)c2cc(C)ccc2C)cc1,0.0,-0.1,-7,0
CC(C)CS(=O)(=O)C1=NSC2=NC(=O)/C(=C\c3ccc4c(c3)OCO4)C(=N)N21,1.5,0.5,-1,16
COc1ccccc1NC(=O)c1nnn(CC(=O)Nc2ccc(C)cc2C)c1N,-1.6,0.9,-3,22
O=C(Nc1ccc2[nH]ncc2c1)C1CCN(C(=O)C(O)c2ccc(Br)cc2F)CC1 (stereo unspecified),-0.8,0.9,11,26
Cc1cc(C)cc(-n2ccnc(SCC(=O)NCc3ccccc3Cl)c2=O)c1,3.0,0.1,15,8
COc1ccc(CCC(=O)NCc2ccncc2)cc1,-0.2,0.1,-1,11
Cc1ccc(-c2c(C(=O)N3CCCCC3)oc(=O)c3ccccc23)cc1,1.0,-0.2,-14,-9
O=C(CCc1ccc2c(c1)OCO2)N1CCc2nnc(Cc3ccccc3)n2CC1,1.1,0.1,-7,-20
O=S(=O)(c1cccc(-c2n[nH]c(=S)o2)c1)N1CCCCC1,0.4,-0.1,0,4
CCOC(=O)C1=C(C)NC2=C(C(=O)CC(c3ccco3)C2)C1c1cccs1 (stereo unspecified),-1.2,0.4,63*,10
CC(C)c1ccccc1NC(=O)c1ccc(C(C)(C)C)cc1,0.3,0.0,-9,3
Cc1cc2nc(NC3=NCN(CCCN4CCOCC4)CN3)nc(C)c2cc1C,-0.5,0.2,1,-4
O=C(CNc1ccc(Br)cc1)N/N=C/c1c(O)ccc2ccccc12,1.4,0.0,25,22
CCCCc1ccc(C(=O)Nc2cc3ccc(OC(C)=O)cc3oc2=O)cc1,0.4,-0.1,-2,13
c1ccc(Nc2ccnc(N3CCC(N4CCOCC4)CC3)n2)cc1,-0.2,0.3,-7,18

# High-throughput results: PubChem, The Scripps Research Institute Molecular Screening Center
